ABHD5-PLIN5 inh – ABHD5-PLIN5 interaction inhibitors, primary screen, cell lysate, split luciferase complementation, luminescence; inhibition, % at 4 µM; AID 602281, 2012; 360,000 tested, 0.78% active; Split G. princeps luciferase complementation, 4 h; Perilipin-5 (Homo sapiens) + 1-acylglycerol-3-phosphate O-acyltransferase ABHD5 (Homo …;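 active means inhibition above the mean inhibition across every tested compound plus 3 SD, cut at about 22% in these data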;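 further: 0% = DMSO only wells and the 100% control is not disclosed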
TLR9-MyD88 inh – inhibitors of TLR9-MyD88 association in cells, primary screen, cell-based, CHO, BLA complementation, fluorescence. inhibition, % at 4.98 µM. CCF4 FRET ratio. 340,000 tested, 0.21% active. AID 504734, 2011. Toll-like receptor 9 (Homo sapiens) + Myeloid differentiation primary response protein …;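 active means inhibition above the mean over all tested compounds plus 3 SD, cut at about 21% in these data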;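 further: 0% = DMSO only wells and 100% = clavulanate BLA inhibitor control wells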
aDG glyco up – activators of alpha-DG glycosylation, primary screen, uHTS, Pro5-aDG cells, AlphaScreen. alpha-DG glycosylation AlphaScreen (IIH6); 0% Pro5, 100% B10-LARGE cell signal. activation, % at 10 µM. 360,000 tested, 0.22% active;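 active means activation of at least 8% versus controls, or a plate z-score of at least 8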;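 further: Pro5 are CHO cells carrying HIG-tagged alpha-DG that lacks glycosylation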
MC4R antag cAMP – MC4R antagonists of cAMP signaling, primary screen, cell-based, TR-FRET, antagonist arm of biased-ligand search. MC4R-expressing cells, MTII-stimulated cAMP, LANCE TR-FRET. inhibition, % at 6.5 µM. 360,000 tested, 0.48% active. AID 540295, 2011;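 active means inhibition above its plate's cutoff, the mean of tested wells on that plate plus 3 SD, cut at about 29% in these data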;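 further: 0% = Melanotan II alone and 100% = Melanotan II plus saturating MCL0020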
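System: U2OS cells stably expressing human melanocortin 4 receptor (MC4R). Reagent: Melanotan II challenge after compound preincubation. Doses: 6.5 µM. Times: 30-min compound, 1-h challenge, 1-h detection, room temperature. Measured by: TR-FRET with Eu-cAMP and labeled anti-cAMP, 671 nm. Replicates: singlicate.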
NOD2 RIPK2 PPI – NOD2-RIPK2 binding disruptors in cells, primary screen, fluorescence, CHO cells, BLA complementation. Receptor-interacting serine/threonine-protein kinase 2 (Homo sapiens), O43353. CCF4 ratio. inhibition, % at 4.98 µM. 360,000 tested, 0.38% active; in the data active means inhibition above about 21%;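 further: 0% = vehicle only and 100% = reference blocker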
Glyco luc inh – increase of ERlucT glycosylation luciferase signal, primary screen, N-linked glycosylation inhibitor project, D54 ERlucT cells, luminescence, set 2. D54 ERlucT glycosylation luciferase reporter, 24 h; percent of 100 nM tunicamycin response. reporter increase, % at 12.5 µM. 360,000 tested, 0.23% active. AID 588692, 2011;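 active means mean luciferase reporter signal, scaled so untreated is 0 and the glycosylation-blocking control 100, at or above a set limit in every replicate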;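 further: luciferase carries N-glycosylation sites so blocking glycosylation raises the light; 0% = median of neutral control wells and 100% = median of 100 nM tunicamycin wells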
ABCB6 inh MLPCN – ABCB6 transporter inhibitors, primary screen, K562-ABCB6 cells, flow cytometry, MLPCN library; 360,000 tested, 0.19% active; fluorescence ratio to DMSO, % at 10 µM; K562-ABCB6 porphyrin accumulation, 1 h; hits give low values; ATP-binding cassette sub-family B member 6 (Homo sapiens), Q9NP58;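 active means fluorescence ratio to DMSO below 75%, the collection mean minus 3 SD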;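 further: signal is porphyrin accumulated inside mitochondria; 100% equals median channel fluorescence of DMSO control wells; lower ratio means ABCB6 inhibition with less porphyrin fluorescence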
Target sequence (Q9NP58 whole entry, looked up): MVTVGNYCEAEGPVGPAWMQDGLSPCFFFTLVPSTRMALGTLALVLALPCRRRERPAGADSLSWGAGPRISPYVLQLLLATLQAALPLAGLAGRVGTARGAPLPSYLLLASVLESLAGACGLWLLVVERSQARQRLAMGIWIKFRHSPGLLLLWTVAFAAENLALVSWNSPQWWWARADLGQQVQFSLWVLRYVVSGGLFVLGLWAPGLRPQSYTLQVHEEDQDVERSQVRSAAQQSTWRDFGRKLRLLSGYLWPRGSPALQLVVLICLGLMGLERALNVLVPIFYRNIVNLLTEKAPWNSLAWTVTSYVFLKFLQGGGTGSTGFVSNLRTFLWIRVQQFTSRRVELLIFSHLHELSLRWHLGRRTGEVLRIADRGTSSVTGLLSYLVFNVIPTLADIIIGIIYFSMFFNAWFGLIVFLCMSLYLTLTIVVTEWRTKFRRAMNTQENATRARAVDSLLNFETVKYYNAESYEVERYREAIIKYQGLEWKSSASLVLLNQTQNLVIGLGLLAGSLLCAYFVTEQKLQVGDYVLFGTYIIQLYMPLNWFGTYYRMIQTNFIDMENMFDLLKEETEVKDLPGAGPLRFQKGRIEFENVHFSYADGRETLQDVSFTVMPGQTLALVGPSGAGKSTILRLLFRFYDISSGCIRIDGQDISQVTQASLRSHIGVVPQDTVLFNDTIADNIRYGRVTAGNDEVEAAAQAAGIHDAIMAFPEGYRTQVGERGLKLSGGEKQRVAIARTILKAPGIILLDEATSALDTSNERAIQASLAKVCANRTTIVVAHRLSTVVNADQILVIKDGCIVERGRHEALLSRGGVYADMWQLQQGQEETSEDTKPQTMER
Vif inh – HIV Vif self-association inhibitors, primary screen, imaging, HEK293T, single point; AID 602346, 2012; 340,000 tested, 0.35% active; inhibition, % at 7.49 µM; HEK293T cells, Vif self-association by quenched fluorescence, 24 h; in the data active means inhibition above about 50%, passing the limit was not always enough; further: some results filed as inactive read as strong as hits
MC4R barr agon – MC4R agonists recruiting beta-arrestin, primary screen, cell-based, luminescence, agonist arm of biased-ligand search | U2OS MC4R beta-arrestin complementation; percent of melanotan II response, DMSO zero | activation, % at 8.9 µM | 360,000 tested, 0.98% active | Melanocortin receptor 4 (Homo sapiens), P32245;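 active means activation above a per-plate cutoff, the mean activation of sample wells on that plate plus 3 SD, cut at about 8% in these data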
Granule exo inh – LAMP-1 surface exposure blockers, TALL-104 cells – cell-based, flow cytometry, MLPCN library, primary screen; TALL-104 LAMP-1 surface exposure; cells stimulated with thapsigargin and PMA; inhibition, % at 10 µM; 360,000 tested, 0.66% active;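 active means inhibition above about 55%, limit read from the data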
Active calls of the source: *; . = no result given. The list is partial. The share of hits here may be higher or lower than overall.

Each structure is followed by: ABHD5-PLIN5 inh	TLR9-MyD88 inh	aDG glyco up	MC4R antag cAMP	NOD2 RIPK2 PPI	Glyco luc inh	ABCB6 inh MLPCN	Vif inh	MC4R barr agon	Granule exo inh
> COc1ccc(CN2C3CCCC2CC(NC(=O)Nc2ccccc2C)C3)cc1 (stereo not given)
  3	5	-0.3	0	4	-2	97	-9	-1.2	0
> COc1ccc2c(c1)c(C(=O)O)c(C)n2-c1ccccc1
  0	3	-0.1	15	-4	0	99	-3	1.6	-3
> CCCn1cc(SCC(=O)NC2CCCC2)c2ccccc21
  2	-9	0.2	18	-3	-3	95	-1	-3.6	-5
> COC(=O)c1ccc(N/C=C/C(=O)c2ccccc2)cc1
  -2	1	-0.1	19	2	-7	92	3	1.1	-2
> Cc1ccc(S(=O)(=O)N(C)CC(=O)NC2CCCC2)cc1
  3	5	0.1	0	0	-4	87	-11	-0.6	0
> Cc1nc(C)c(NC(=O)N2CCc3ccccc32)cc1NC(=O)N1CCc2ccccc21
  4	-6	0.9	19	-1	3	106	-7	25*	0
> C=CCn1c(O)c(CN2CCN(Cc3ccccc3)CC2)c(C)c(C#N)c1=O
  -15	-1	0.8	5	13	-1	101	10	-1.2	-1
> CCc1ccc(C2=NN(CCC(=O)NCc3cccs3)C(=O)CC2)cc1
  -5	2	-0.1	11	-1	0	95	14	0.5	-4
> CCOC(=O)N1CCN(C(=O)Cn2cc3c(n2)CCCC3)CC1
  -4	-6	0.0	1	-20	0	92	.	-1.7	12
> CCOc1ccc(CN2C(=O)c3ccccc3C2=O)cc1C(=O)O
  5	1	0.0	2	-16	2	95	10	0.0	8
> O=C(N[C@@H]1C/C=C\C[C@H](CC(=O)N(CCO)Cc2ccccc2)C(=O)N[C@@H](Cc2c[nH]c3ccccc23)COC1=O)OCC1c2ccccc2-c2ccccc21
  6	-8	0.1	7	-7	1	95	.	1.2	4
> COc1ccccc1N1CCN(Cc2cc3c(cc2Br)OCCO3)CC1
  -9	-15	-0.2	4	-2	1	91	-4	3.1	-5
> CCCCc1c(C)nc2cc(-c3ccco3)[nH]n2c1=O
  6	-4	-0.1	7	4	3	95	0	-1.4	0
> CC(=O)Nc1ccc(NS(=O)(=O)c2cc([N+](=O)[O-])ccc2C)cc1
  -5	3	-0.4	5	1	1	102	3	0.3	0
> O=C(Nc1cccc(S(=O)(=O)N2CCCCCC2)c1)c1cc(=O)c2ccccc2o1
  -4	3	0.3	7	-4	-5	89	-22	-1.9	2
> O=C1C(Cl)=C(N2CCCCCC2)C(=O)N1c1ccc(Cl)cc1
  4	5	0.0	5	5	-1	109	1	-0.1	-1
> Cc1nnc(NC(=O)CN2C(=O)c3ccccc3S2(=O)=O)s1
  1	-3	-0.1	5	-8	3	91	-2	-0.9	-2
> NC(=O)COc1ccccc1
  6	-10	-0.1	-2	-8	-1	98	2	3.8	0
> CCOc1ccccc1NC(=O)C1CCCN(S(=O)(=O)c2ccc(OC)c(C)c2)C1 (stereo not given)
  2	-3	0.1	4	-11	0	95	-1	-1.0	1
> CCOc1cccc2sc(N(CCCN(C)C)C(=O)c3ccc(S(=O)(=O)N4CCCCCC4)cc3)nc12
  16	7	1.4	6	5	-1	109	-8	7.2	21
> Nc1c(C(=O)C2CC2)sc2nc3c(cc12)CCC3
  -5	-6	0.4	6	-8	1	103	14	-0.5	4
> O=C(CNC(=O)c1ccccc1)OCC(=O)c1ccccc1Cl
  -2	-6	0.0	14	-2	.	93	.	-0.5	-1
> C=C(C)C(=O)N1CC2(CC(c3cccc(NC(=O)/C=C\C=C/C)c3)=NO2)C[C@H]1C(N)=O (stereo not given in full)
  9	-2	-0.1	2	2	3	99	4	0.7	8
> CCN1CCN(C(=O)CCNC(=O)Cn2cnc3ccccc3c2=O)CC1
  -7	-5	-0.1	-3	6	-1	95	12	-1.5	3
> COc1ccccc1NS(=O)(=O)c1cc2c(cc1C)NC(=O)CO2
  -1	4	0.1	11	-4	-2	97	-1	-0.8	4
> C(=N\n1cnnc1)/c1cccs1
  -1	7	-0.1	-3	10	1	105	-8	-2.4	-7
> CC(C)CCNCC(=O)NC(c1ccccc1)c1ccccc1
  -2	-1	-0.1	9	6	0	99	0	-3.6	1
> Cc1ccc(S(=O)(=O)N2CCN(S(C)(=O)=O)CC2)cc1
  17	0	-0.2	8	-6	-2	108	12	0.6	-5
> c1nc(N2CCOCC2)c2c3c(sc2n1)CCCC3
  -3	7	0.0	-6	8	-5	101	-16	-2.2	2
> OC(CN1CCN(c2cccc(C(F)(F)F)c2)CC1)c1c[nH]c2ccccc12 (stereo not given)
  0	-2	0.0	7	12	3	109	6	4.7	0
> Cc1cccc(/C=N/NC(=O)c2cc3c(s2)-c2ccccc2CC3)c1
  0	-8	0.0	7	1	8	93	7	-1.3	1
> COc1cc2nc(SCC(=O)NCc3ccco3)n(Cc3ccc(Cl)cc3)c(=O)c2cc1OC
  1	3	-0.1	-2	0	0	86	15	13*	2
> COC(=O)Cn1ncc(N2C3CC(CC(C)(C)C3)C2C)c(Cl)c1=O (stereo not given)
  9	2	-0.4	-5	-13	4	100	7	0.6	0
> N#C/C(=C(/O)c1ccc(F)cc1)c1nc2ccccc2s1
  1	-1	0.3	15	1	1	100	-18	-1.0	0
> COc1ccccc1-c1nnc(NC(=O)C(C)C)s1
  7	3	-0.2	11	-9	1	99	-2	-1.8	2
> CC(=O)c1cccc(-c2ccnc3c2CC(C(=O)Nc2ccc(Cl)cc2)O3)c1 (stereo not given)
  8	.	0.0	-8	13	13	97	-22	-2.4	11
> Cc1ccc(NC(=O)NCc2nc3ccccc3n2C)cc1
  3	3	0.1	1	-8	3	93	14	-0.7	-9
> Cc1noc(C)c1C(=O)OC(C(=O)NC1CCCC1)c1ccc(F)cc1 (stereo not given)
  -1	-6	0.0	6	-2	-2	99	-6	-1.3	-3
> Cc1ccc(NC(=O)CCS(=O)(=O)c2cc3c(cc2Cl)NC(=O)CO3)cc1
  -7	0	0.1	-3	-3	-1	98	-1	-2.7	0
> CC1=C(C(=O)Nc2ccccc2)C(c2cccnc2)n2nc(-c3cccnc3)nc2N1 (stereo not given)
  5	-6	-0.2	1	-7	-1	90	-10	-1.1	0
> O=C(Oc1cc(=O)oc2c1c(=O)n1c3c(cccc23)CC1)c1ccccc1
  -7	-3	0.0	16	-10	1	103	6	1.4	-6
> Cc1onc(C(=O)NCCc2ccccc2)c1[N+](=O)[O-]
  8	4	-0.1	8	0	0	94	3	-1.9	-3
> CCCOc1ccc(C2C(C(=O)OC)=CN(CCOC)C=C2C(=O)OC)cc1
  -6	-9	2.0	-5	-14	-3	90	15	-0.8	-4
> CC1(c2nnc(Cc3ccccc3)o2)CC(c2ccccc2F)=NO1 (stereo not given)
  -3	-7	-0.1	4	7	0	96	5	-0.2	-4
> Cc1noc(C)c1COc1ccc(C(=O)N2CCC(C)CC2)cc1
  -2	-1	0.0	0	3	0	101	3	-1.9	-2
> CN(C)S(=O)(=O)c1ccc(C(=O)NCC(=O)N/N=C/c2ccco2)cc1
  -2	2	-0.2	1	-10	0	96	-1	-2.3	-6
> O=C(C1CC(=O)N(c2ccc3c(c2)OCCO3)C1)N1CCN(c2ccccc2)CC1 (stereo not given)
  0	0	-0.5	0	-11	-1	98	-3	-1.1	-3
> Cn1c(-c2cccc([N+](=O)[O-])c2)cnc1NCc1cccc([N+](=O)[O-])c1
  2	4	1.8	16	1	2	96	-4	0.2	3
> O=C(NCc1ccc(F)cc1)C1CCCN1S(=O)(=O)c1ccccc1C(F)(F)F (stereo not given)
  -1	-7	0.0	3	-6	0	101	-3	-1.6	-1
> O=C(NCCCn1cccn1)C1CCC(=O)N(Cc2ccccc2F)C1 (stereo not given)
  4	-4	0.5	3	-2	1	108	7	1.1	-9
> C=CCc1ccc(OCCOCCNCCCC)c(OC)c1
  5	-2	0.1	-2	1	-4	101	-50	-1.6	1
> Cc1cc(C)nc(SC2CC(=O)N(c3ccc(C)c(C)c3)C2=O)n1 (stereo not given)
  -2	3	-0.1	-6	-7	20	94	-3	-1.2	-5
> Cc1cc(C)c(-c2csc(Cc3nc(-c4cc5ccccc5oc4=O)cs3)n2)cc1C
  -4	0	0.2	2	-2	-3	110	0	-0.5	7
> COc1ccc2cc3cc(C(=O)Nc4ccc5c(c4)OCO5)oc3nc2c1
  -1	-2	0.6	3	-10	-1	95	-7	-0.2	-2
> Cc1cc(Cl)ccc1NC(=S)NCc1ccccc1
  -4	0	0.0	4	-7	-1	103	-3	-2.0	5
> CC1CC(C)(C)N(C(=O)CSc2ccc(-c3ccc(F)cc3)nn2)c2ccccc21 (stereo not given)
  -2	-3	0.1	10	6	-4	94	0	1.3	3

Whole records from above:
Cn1c(-c2cccc([N+](=O)[O-])c2)cnc1NCc1cccc([N+](=O)[O-])c1 in the list: ABHD5-PLIN5 inh = 2; TLR9-MyD88 inh = 4; aDG glyco up = 1.8; MC4R antag cAMP = 16; NOD2 RIPK2 PPI = 1; Glyco luc inh = 2; ABCB6 inh MLPCN = 96; Vif inh = -4; MC4R barr agon = 0.2; Granule exo inh = 3
O=C(C1CC(=O)N(c2ccc3c(c2)OCCO3)C1)N1CCN(c2ccccc2)CC1 (stereo not given) in the list: ABHD5-PLIN5 inh = 0; TLR9-MyD88 inh = 0; aDG glyco up = -0.5; MC4R antag cAMP = 0; NOD2 RIPK2 PPI = -11; Glyco luc inh = -1; ABCB6 inh MLPCN = 98; Vif inh = -3; MC4R barr agon = -1.1; Granule exo inh = -3
CN(C)S(=O)(=O)c1ccc(C(=O)NCC(=O)N/N=C/c2ccco2)cc1 in the list: ABHD5-PLIN5 inh = -2; TLR9-MyD88 inh = 2; aDG glyco up = -0.2; MC4R antag cAMP = 1; NOD2 RIPK2 PPI = -10; Glyco luc inh = 0; ABCB6 inh MLPCN = 96; Vif inh = -1; MC4R barr agon = -2.3; Granule exo inh = -6
